# Screening data from PubChem.
# KCNQ1 block: inhibitors of human KCNQ1 potassium channel | hit rate 1.3% among 310,000 | B-score at 10 µM | CHO-K1 KCNQ1, FluxOR thallium flux fluorescence; active compounds read high | P51787;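 active means compounds whose thallium flux B-score, printed positive for inhibition, exceeds three library SD while starting fluorescence stays within three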;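 further: channel opened by potassium depolarization with thallium stimulus after 20 min compound exposure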
# DYRK1A inh: Dyrk1A (rat) kinase inhibition; ADP-Glo luminescence, NFATc1 peptide; AID 504441; inhibition, % at 12.5 µM; hit rate 0.43% among 310,000; in the data active means inhibition above about 50%;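 further: plate controls were vehicle with enzyme for no effect and no enzyme for full effect; many of its hits are not listed in these tables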
# KCNQ1 act: potentiators or activators of human KCNQ1 potassium channel | P51787 | CHO-K1 KCNQ1, thallium flux FluxOR fluorescence; active compounds read high | B-score at 10 µM | hit rate 0.35% among 310,000 | AID 2648;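 active means fluorescence ratio B-score, a plate-corrected score, at least three library SD, with initial intensity B-score within 5 SD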
#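 Test system: CHO-K1 cells stably expressing KCNQ1 / Medium: assay buffer / Also added: depolarizing K+/Tl+ stimulus, K2SO4 and Tl2SO4 each 12.5 mM in 5x stock / Incubation: 90 min dye loading and 20 min compound exposure, both at room temperature / Signal: thallium influx via FluxOR fluorescence, kinetic imaging / Evaluation: B score of baseline-normalized fluorescence ratio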
# RGS4 pot: potentiators or activators of RGS4; B-score at 10 µM; hit rate 0.92% among 310,000; HEK293 M3R/inducible RGS4, carbachol calcium flux Fluo4; active compounds read low;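 active means B-score of the integrated calcium signal more than 4 SD below the library mean, with starting fluorescence not abnormally high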;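 further: negative B-score means reduced calcium response which marks RGS4 activation or potentiation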
#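 Test system: HEK293 cells with stable M3R and inducible RGS4; also added: carbachol at ECmax as muscarinic agonist stimulus; schedule: dye loading 30 min 37 °C, buffer rest 30 min RT; technique: kinetic calcium fluorescence imaging with Fluo4-AM dye, 2 µM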
# GSK3beta inhib: blocks human GSK3beta kinase activity; activity score (negative = inhibition), % at 10 µM; P49841; GST-GSK3beta kinase, ADP-Glo luminescence, 60 min; active compounds read low; hit rate 0.038% among 300,000;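 active means more than half of replicate wells score below -50%, meaning over 50% inhibition versus plate controls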;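 further: 0% = median DMSO wells and -100% = median GW8510 positive control wells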
# Target sequence (P49841 whole entry, looked up): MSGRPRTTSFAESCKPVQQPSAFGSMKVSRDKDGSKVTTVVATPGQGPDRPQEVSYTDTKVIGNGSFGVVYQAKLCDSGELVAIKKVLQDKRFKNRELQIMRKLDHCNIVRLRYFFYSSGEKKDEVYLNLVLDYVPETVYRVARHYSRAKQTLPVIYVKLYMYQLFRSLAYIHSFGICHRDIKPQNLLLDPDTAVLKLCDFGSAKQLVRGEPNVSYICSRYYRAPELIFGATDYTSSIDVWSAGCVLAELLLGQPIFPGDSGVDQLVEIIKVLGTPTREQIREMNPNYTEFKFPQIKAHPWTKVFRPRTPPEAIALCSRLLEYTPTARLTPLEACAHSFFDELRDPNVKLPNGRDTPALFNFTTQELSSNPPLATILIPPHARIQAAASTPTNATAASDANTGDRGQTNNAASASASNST
#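 Test system – GST-tagged human GSK3beta kinase, cell-free · Incubation – 60 min enzyme reaction, room temperature · Signal – ADP-Glo luminescence · Also added – peptide substrate and ATP at 25 µM · Controls – DMSO neutral wells and GW8510 at 20 µM as positive · Buffer or medium – Tris/MgCl2 kinase buffer · Measure – Luminescence-derived activity versus plate DMSO and GW8510 wells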
# RGS4 block: inhibitors of human RGS4; HEK293 M3R/RGS4 inducible, Fluo-4 calcium flux; active compounds read high; triggered by carbachol at its EC20; B-score at 10 µM; hit rate 0.45% among 310,000; AID 463165;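 active means B-score, a plate-corrected calcium signal, over three deviations above library mean, with baseline fluorescence within five deviations of library mean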;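 further: RGS4 expression induced by doxycycline in cells with stable M3 receptor; B-score is computed from the integrated fluorescence ratio over baseline after carbachol; higher B-score means a larger calcium signal and so more RGS4 inhibition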
# Target sequence (P49798 whole entry, looked up): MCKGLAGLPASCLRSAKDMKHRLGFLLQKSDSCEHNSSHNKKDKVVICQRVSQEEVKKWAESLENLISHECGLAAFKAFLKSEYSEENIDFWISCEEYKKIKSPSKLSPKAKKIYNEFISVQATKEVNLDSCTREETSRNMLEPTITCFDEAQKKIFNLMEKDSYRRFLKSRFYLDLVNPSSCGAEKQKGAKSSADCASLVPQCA
# GSK3A inh: inhibitors of human GSK-3 alpha kinase; ADP-Glo luminescence, 60 min; inhibition, % at 10 µM; hit rate 0.1% among 320,000; AID 2650;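 in the data active means inhibition above about 50%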;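 further: GST-tagged GSK-3 alpha with peptide substrate and 25 µM ATP; 0% = DMSO neutral wells and 100% = GW8510 positive control wells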
# KCNK3 block: human KCNK3 channel inhibition, primary screen; O14649; CHO-KCNK3 thallium flux, FluxOR fluorescence; active compounds read low; B-score at 10 µM; hit rate 0.84% among 340,000;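 active means B-score under library mean minus 4 SD, starting fluorescence ratio at most library mean plus 5 SD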;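 further: more negative B-score means stronger inhibition of thallium flux through KCNK3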
# Target sequence (O14649 whole entry, looked up): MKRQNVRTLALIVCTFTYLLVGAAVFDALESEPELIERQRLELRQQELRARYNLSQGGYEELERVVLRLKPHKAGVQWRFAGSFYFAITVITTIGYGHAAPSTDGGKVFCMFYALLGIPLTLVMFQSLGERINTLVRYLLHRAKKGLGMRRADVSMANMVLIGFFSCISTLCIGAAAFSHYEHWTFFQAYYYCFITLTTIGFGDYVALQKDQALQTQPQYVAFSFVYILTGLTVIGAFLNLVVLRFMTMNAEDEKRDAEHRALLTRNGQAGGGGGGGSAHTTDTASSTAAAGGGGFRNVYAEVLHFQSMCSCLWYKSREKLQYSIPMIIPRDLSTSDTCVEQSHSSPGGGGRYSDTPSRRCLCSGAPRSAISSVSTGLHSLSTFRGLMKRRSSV
# PolyA inh: yeast polyadenylation inhibition; S. cerevisiae SKY197-pL101 polyadenylation reporter, beta-gal luminescence; efflux-impaired pdr1/pdr3 knockout yeast; score 100 = 6 SD above DMSO; calls only at 12 µM; hit rate 0.02% among 300,000; AID 1875;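 active means lowest replicate activity score at least 50, where 100 means six control SD above control mean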;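 further: yeast exposed to compound for 9 h at 30 °C; higher score means more reporter readthrough which indicates perturbed polyadenylation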
# hERG rescue: hERG (human) protection from proarrhythmic block; CHO-hERG, FluxOR thallium flux, dofetilide IC70 present; activation (rescue from dofetilide block), less the hit threshold, % at 10 µM; hit rate 0.51% among 310,000; AID 1511;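 active means activation above the mean of controls blocked by dofetilide plus 5 SD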;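 further: thallium influx through hERG after potassium depolarization seen as dye fluorescence rise; in these data hits start at about 4.7%; inactives centre near -7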
# KCNK9 inh: human KCNK9 channel inhibition; Q9NPC2; HEK293 KCNK9, FluxOR thallium flux fluorescence; active compounds read low; B-score at 10 µM; hit rate 1.2% among 310,000;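 active means ratio B-score over 3 SD below the library mean, with starting fluorescence within 5 SD of its mean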;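 further: negative B-score means less thallium flux so channel inhibition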
# * hit, by the source's call; i = inactive; . = no result given. This is a subset, so the mix of outcomes need not match the whole.
SMILES,KCNQ1 block,DYRK1A inh,KCNQ1 act,RGS4 pot,GSK3beta inhib,RGS4 block,GSK3A inh,KCNK3 block,PolyA inh,hERG rescue,KCNK9 inh
COCCCN1CC(=O)N2C(c3cccc(OC)c3)c3[nH]c4ccccc4c3C[C@H]2C1=O (stereo partly drawn),i,.,i,i,-2.1,i,0.3,i,i,-4.1,i
O=C(NC1CC1)c1cccc(Nc2ccc(-c3ccc4c(c3)OCCO4)nn2)c1,i,5.0,i,i,-0.9,i,3.1,i,i,-20.9,i
CCOc1ccccc1NC=C1C(=O)OC(C)(C)OC1=O,i,-0.9,i,i,-0.7,i,0.1,i,i,-16.9,i
COc1ccc(-c2cc3ccccc3n2CC(O)CN2CCOCC2)cc1 (stereo not drawn),i,7.6,i,i,0.3,i,0.4,i,i,-8.8,i
CCCCOc1ccc(C(=O)NCC(=O)NCC(c2ccco2)N2CCCCC2)cc1 (stereo not drawn),i,-10.0,i,i,2.2,i,-4.7,i,i,-17.9,i
COc1ccc(C(C(=O)NC2CCCC2)N(C(=O)c2csnn2)C2CC2)cc1 (stereo not drawn),i,-5.9,i,i,-1.3,i,0.1,i,i,-7.1,i
COc1cccc(-n2c(=S)sc3c(=O)n(-c4ccccc4C)c(SCC(=O)O)nc32)c1,i,2.5,i,i,4.7,i,-1.8,i,i,-6.4,i
CCOC(=O)C1(Cc2ccccc2C(F)(F)F)CCN(Cc2ccc(COC)o2)CC1,i,-4.6,i,i,-1.4,i,-0.3,i,i,-8.8,i
CC(Sc1nnc(C(C)N(C)C)n1-c1ccc(Cl)cc1)C(=O)Nc1ccc2c(c1)OCO2 (stereo not drawn),i,-3.7,i,i,0.2,i,-1.2,i,i,-10.1,i
CC1Nc2ncnc(N3CCN(c4ccccn4)CC3)c2N(Cc2ccccc2)C1=O (stereo not drawn),i,1.6,i,i,-0.7,i,0.1,i,i,-9.7,i
S=c1[nH]nc(-c2ccc3ncccc3c2)n1-c1ccc2c(c1)OCCO2,i,6.1,i,i,-11.8,i,.,i,i,-1.6,i
Cc1ccccc1-c1n[nH]c(=S)n1/N=C/c1c(C)nn(-c2ccccc2)c1C,i,1.5,i,i,1.7,i,-0.8,i,i,-2.3,i
COc1ccc(C(=O)NN(C)c2nc(-c3ccccc3)cc(C)c2S(C)(=O)=O)cc1,i,3.5,i,i,1.5,i,-0.3,i,i,-6.7,i
NS(=O)(=O)c1ccc(CCNC(=O)CSc2cccs2)cc1,i,-1.6,i,i,3.8,i,-2.1,i,i,-10.9,i
COc1ccc(-n2nc(N)c3c(=O)oc(N(C)C)nc32)cc1,i,-2.5,i,i,-0.6,i,-2.9,i,i,-14.3,i
Cn1c(CNC(=O)c2ccccc2F)nnc1SCCOc1ccccc1,i,.,i,i,-4.0,i,-2.4,i,i,-10.8,i
O=C(c1sccc1-c1ccccc1)N1CCN(S(=O)(=O)c2ccccc2F)CC1,i,14.4,i,i,2.3,i,-2.6,i,i,-8.9,i
CCn1nc(NC(=O)c2cccs2)c2cc3ccccc3nc21,i,-0.6,i,i,3.3,i,1.7,i,i,-9.9,i
COc1ccc(C(C)=O)cc1COC(=O)Cn1cnc2ccccc2c1=O,i,1.2,i,i,0.6,i,-1.0,i,i,-20.2,i
CCOC(=O)Nc1nnc(-c2cccc(OC)c2)s1,i,21.3,i,i,-1.1,i,0.3,i,i,-9.4,i

# Some of these compounds in order of molar mass, low to high:
SMILES,KCNQ1 block,DYRK1A inh,KCNQ1 act,RGS4 pot,GSK3beta inhib,RGS4 block,GSK3A inh,KCNK3 block,PolyA inh,hERG rescue,KCNK9 inh
CCOC(=O)Nc1nnc(-c2cccc(OC)c2)s1,i,21.3,i,i,-1.1,i,0.3,i,i,-9.4,i
COc1ccc(-n2nc(N)c3c(=O)oc(N(C)C)nc32)cc1,i,-2.5,i,i,-0.6,i,-2.9,i,i,-14.3,i
NS(=O)(=O)c1ccc(CCNC(=O)CSc2cccs2)cc1,i,-1.6,i,i,3.8,i,-2.1,i,i,-10.9,i
S=c1[nH]nc(-c2ccc3ncccc3c2)n1-c1ccc2c(c1)OCCO2,i,6.1,i,i,-11.8,i,.,i,i,-1.6,i
Cn1c(CNC(=O)c2ccccc2F)nnc1SCCOc1ccccc1,i,.,i,i,-4.0,i,-2.4,i,i,-10.8,i
Cc1ccccc1-c1n[nH]c(=S)n1/N=C/c1c(C)nn(-c2ccccc2)c1C,i,1.5,i,i,1.7,i,-0.8,i,i,-2.3,i
CC1Nc2ncnc(N3CCN(c4ccccn4)CC3)c2N(Cc2ccccc2)C1=O (stereo not drawn),i,1.6,i,i,-0.7,i,0.1,i,i,-9.7,i
COc1ccc(C(=O)NN(C)c2nc(-c3ccccc3)cc(C)c2S(C)(=O)=O)cc1,i,3.5,i,i,1.5,i,-0.3,i,i,-6.7,i
CC(Sc1nnc(C(C)N(C)C)n1-c1ccc(Cl)cc1)C(=O)Nc1ccc2c(c1)OCO2 (stereo not drawn),i,-3.7,i,i,0.2,i,-1.2,i,i,-10.1,i

# Continuation.
SMILES,KCNQ1 block,DYRK1A inh,KCNQ1 act,RGS4 pot,GSK3beta inhib,RGS4 block,GSK3A inh,KCNK3 block,PolyA inh,hERG rescue,KCNK9 inh
COc1ccc(CN2C(=O)CN=C2Nc2ccc(C)cc2C)cc1,i,-2.6,i,i,-1.0,i,-2.9,i,i,-8.1,i
C[C@H](O)c1[nH]c2cc(F)ccc2c1[C@H](C)O,i,.,i,i,-2.0,i,3.9,i,i,-7.5,i
Cc1ccc(S(=O)(=O)CCc2nc3ccccc3s2)cc1,i,3.6,i,i,-2.5,i,-4.7,i,.,-7.4,i
Cc1cc(-c2ccco2)n(CC(=O)NCc2ccco2)n1,i,-4.1,i,i,0.9,i,-0.9,i,i,-13.1,i
CCOc1ccc(CN2CCCC(N3CCN(c4ccc(OC)cc4)CC3)C2)cc1 (stereo not drawn),i,0.4,i,i,-4.7,i,-2.4,i,.,1.6,i
COCCN=C1Sc2nc3c(C)cccc3cc2CN1Cc1ccco1,i,1.0,i,i,-26.5,i,.,i,i,-20.4,i
COc1ccc(CCN2CC(C(=O)N(C)Cc3c(C)n[nH]c3C)CCC2=O)cc1 (stereo not drawn),i,-1.0,i,i,-2.7,i,.,i,i,-7.5,i
CCc1cccc(NC(=O)CCNS(=O)(=O)c2ccc3c(c2)oc(=O)n3C)c1,i,-8.2,i,i,-3.1,i,0.1,i,i,-7.5,i
Cc1ccc(N2CC(C(=O)Nc3ccccn3)CC2=O)cc1 (stereo not drawn),i,-5.0,i,i,-5.9,i,6.3,i,i,-8.6,i
c1ccc2c(c1)[nH]c1ccncc12,i,36.4,i,i,-0.1,i,1.2,i,i,-9.8,i
CC1CCCC(C)N1CCCNC(=O)c1ccc2c(c1)NC(=O)c1ccccc1S2 (stereo not drawn),i,-0.2,i,i,-3.1,i,-0.8,i,i,-5.8,i
O=C(O)C(Oc1ccc2cc(-c3ccc(Cl)cc3)c(=O)oc2c1)c1ccccc1 (stereo not drawn),i,2.0,i,i,4.1,i,-5.1,i,i,-3.4,i
COc1ccc(-c2nc3ccncc3[nH]2)cc1OC,i,9.9,i,i,-1.4,i,1.3,i,i,-5.4,i
COc1ccc(NC(=O)/C(=C\c2ccco2)NC(=O)c2ccco2)cc1,i,1.4,i,i,2.7,i,-1.8,i,i,-1.1,i
CCCN(CCC)CCCNC(=O)C1c2cc(OC)c(OC)cc2C(=O)N(C)C1c1cccnc1 (stereo not drawn),i,.,i,i,-2.0,i,-1.4,i,i,-8.1,i
CC1Cc2ccccc2N1C(=O)c1ccnc(C(C)(C)C)c1 (stereo not drawn),i,-5.5,i,i,0.5,i,1.2,i,i,-10.7,i
CCOc1ccc(/C=N/NC(=O)CN2CCCCC2)cc1OCC,i,-1.0,i,i,1.8,i,0.0,i,i,-3.7,i
COc1c(C)cccc1C(=O)Nc1ccc(N2CCN(C(=O)c3ccccc3C)CC2)cc1,i,8.0,i,i,3.9,i,-3.0,i,i,-12.3,i
Cc1c(C(=O)N2CCC(C)CC2)sc2ncnc(N(C)c3ccccc3)c12,i,4.9,i,i,2.8,i,0.1,i,i,-15.6,i
CCC(C)NC(=O)C1CN(S(=O)(=O)c2ccccc2)CCN1S(=O)(=O)c1ccccc1 (stereo not drawn),i,2.4,i,i,-0.4,i,.,i,i,-5.7,i
C=CCN1C(=O)C2(OCCCO2)c2c(C)ccc(C)c21,i,2.0,i,i,3.0,i,-3.4,i,i,-22.3,i
O=C(Nc1cccc(Cl)c1)c1csc(-c2ccccc2)n1,i,2.0,i,i,1.7,i,-2.1,i,i,-2.5,i
Cc1ccc(C(CC(=O)O)NC(=O)CN2C(=O)c3ccccc3C2=O)cc1 (stereo not drawn),i,-8.4,i,i,4.9,i,-3.6,i,i,-2.4,i
COc1ccc(CNC(=O)c2ccccc2C(=O)O)cc1,i,3.8,i,i,-2.8,i,0.7,i,i,-2.3,i
O=C(COc1ccc(Cl)cc1)N(Cc1ccccc1)c1ccccn1,i,1.1,i,i,4.9,i,-2.8,i,i,-9.8,i
CCCCCCSc1nc(O)c(C2OC(=O)c3c2ccc(OC)c3OC)c(=O)n1-c1ccccc1 (stereo not drawn),i,-5.9,i,i,6.3,i,-13.7,i,i,-14.1,i
COc1ccc(C(=O)NC(C(=O)NCc2ccccn2)C(C)C)cc1 (stereo not drawn),i,-0.1,i,i,-0.2,i,-7.9,i,i,-11.0,i
Cc1cnc(C(=O)OCC(=O)N(Cc2ccccc2)C(C)C)cn1,i,-2.4,i,i,0.8,i,-2.9,i,.,-6.5,i
